Bioassay records as filed in PubChem BioAssay.
PGC1a acetyl inh = inhibitors of PGC1a acetylation signal, primary screen, cell-based, U2OS, AlphaScreen, inhibitor mode | inhibition, % at 15.6 µM | AlphaScreen anti-acetyl-lysine; with virally co-expressed GCN5 acetyltransferase | AID 651687, 2012 | 0.17% of 350,000 active;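 active = every replicate shows inhibition of at least 40%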;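 note: 0% = neutral control wells and 100% = positive control wells; some results beyond the cut were filed as inactive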
ERAP1 HTS inh = human ERAP1 aminopeptidase inhibitors, primary screen, biochemical, single point, plate reader; Endoplasmic reticulum aminopeptidase 1 (Homo sapiens), Q9NZ08; recombinant ERAP1, Leu-AMC fluorescence, 60 min; inhibition, % at 10.7 µM; 0.15% of 340,000 active; AID 652197, 2013;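 active = mean replicate inhibition of at least 30%, or all replicates individually reaching that 30% level; inactive = mean below 30% and not every replicate reaching it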;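 note: 0% = neutral control wells and 100% = L-leucinethiol positive control wells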
Target sequence (Q9NZ08 whole entry, looked up): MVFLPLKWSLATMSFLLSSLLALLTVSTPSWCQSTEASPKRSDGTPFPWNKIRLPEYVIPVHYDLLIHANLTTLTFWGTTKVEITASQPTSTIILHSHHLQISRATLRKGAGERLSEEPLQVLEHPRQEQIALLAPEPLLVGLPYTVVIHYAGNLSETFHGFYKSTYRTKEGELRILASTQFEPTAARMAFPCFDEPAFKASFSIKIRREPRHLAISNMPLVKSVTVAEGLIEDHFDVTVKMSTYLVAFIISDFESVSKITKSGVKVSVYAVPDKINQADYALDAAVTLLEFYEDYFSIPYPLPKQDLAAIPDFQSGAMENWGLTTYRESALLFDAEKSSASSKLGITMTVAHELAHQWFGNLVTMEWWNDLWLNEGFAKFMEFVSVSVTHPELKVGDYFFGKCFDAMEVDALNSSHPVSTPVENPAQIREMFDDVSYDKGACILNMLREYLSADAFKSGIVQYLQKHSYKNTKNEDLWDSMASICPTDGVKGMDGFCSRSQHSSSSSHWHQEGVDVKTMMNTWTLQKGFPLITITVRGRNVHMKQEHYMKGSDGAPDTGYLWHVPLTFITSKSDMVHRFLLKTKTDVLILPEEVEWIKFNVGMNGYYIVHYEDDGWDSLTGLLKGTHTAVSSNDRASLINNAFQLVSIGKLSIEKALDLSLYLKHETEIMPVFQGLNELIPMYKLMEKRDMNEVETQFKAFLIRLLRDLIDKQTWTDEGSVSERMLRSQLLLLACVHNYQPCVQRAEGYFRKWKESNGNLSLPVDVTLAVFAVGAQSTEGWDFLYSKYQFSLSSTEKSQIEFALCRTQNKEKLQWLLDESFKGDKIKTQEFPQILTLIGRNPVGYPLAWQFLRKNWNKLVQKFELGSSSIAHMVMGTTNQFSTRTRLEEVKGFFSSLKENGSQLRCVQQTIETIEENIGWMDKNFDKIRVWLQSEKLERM
XiGFP reactiv = activators of inactive X chromosome reactivation, primary screen, imaging, XiGFP fibroblasts, GFP high-content imaging, set 2; XiGFP mouse fibroblasts, % GFP-positive cells imaging, 3 d; cells co-treated with 5-aza-dC sensitizer; scaled so ellipticine positive control = 100%; activation, % at 7.58 µM; 0.055% of 360,000 active;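 active = mean normalized replicate activation at least 10% and every replicate at or above 10%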;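 note: 0% = median of on-plate neutral control wells and 100% = ellipticine 6 µM median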
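Material: SV40-immortalized XiGFP fibroblast cells, line 68-5-11 | Buffer or medium: DMEM containing 5-aza-dC | Dosing: One concentration, pinned | Times: 3 d treatment, 15 min room-temperature fixation | Controls: Ellipticine 6 µM positive control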
SIRT5 block = SIRT5 desuccinylase inhibitors, primary screen, biochemical, fluorescence imaging, single point, set 5; inhibition, % at 15 µM; Purified SirT5, succinyl-peptide AMC, trypsin-coupled fluorescence; NAD-dependent protein deacylase sirtuin-5, mitochondrial (Homo sapiens), Q9NXA8; 1.1% of 330,000 active; in the data active = inhibition above about 15%
S100A4 MyoIIA = inhibitors of S100A4-myosin IIA peptide binding, primary screen, biochemical, fluorescence polarization, TAMRA-MyoIIA peptide | inhibition, % at 10.7 µM | 0.14% of 360,000 active;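 active = mean inhibition of at least 70% across replicates, with every replicate also reaching that level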
Target sequence (P26447 whole entry, looked up): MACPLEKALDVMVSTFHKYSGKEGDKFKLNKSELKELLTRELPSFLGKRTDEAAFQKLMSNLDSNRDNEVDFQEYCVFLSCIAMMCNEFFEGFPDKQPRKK
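System – human S100A4 monomer protein, biochemical binding assay · Buffer or medium – Calcium-containing HEPES buffer, pH 7.2 · Timing – 5 min between mix addition and reading · Also added – TAMRA-labelled myosin IIA heavy-chain peptide probe, 5 nM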
LGR2 antag = inhibitors of bursicon-induced LGR2 CRE-luciferase signal, primary screen, cell-based, HEK293, CRE-luciferase reporter, bursicon stimulation; Drosophila bursicon receptor LGR2 (rickets); bursicon-stimulated, 4 h; inhibition, % at 9.99 µM; 0.35% of 380,000 active; AID 720647, 2013;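 active = drop in luminescence signal, shown as inhibition above about 50% in the replicate tests, limit read from the data, passing the limit was not always enough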;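 note: agonist challenge used bursicon conditioned medium at about half maximal strength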
Statin myotox sup = suppressors of statin myotoxicity in C2C12 myotubes, primary screen, cell-based, single point, plate reader; C2C12 myotubes + simvastatin, ATP luminescence, 48 h; scaled: DMSO 0, geranylgeraniol control 100; 0.78% of 330,000 active; AID 602340, 2012; rescue of ATP level, % at 7.49 µM;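 active = mean ATP rescue above about 67%, or every replicate alone reaching that limit, limit read from the data, passing the limit was not always enough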;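 note: myotubes were challenged with 10 µM simvastatin during compound exposure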
Cneo AK release = Cryptococcus neoformans cell lysis inducers, primary screen, AK release luminescence, single concentration; AID 651654, 2012; lysis activity, % at 15 µM; C. neoformans lysis, adenylate kinase release luminescence, 4 h; normalised: neutral wells 0, clomiphene wells 100; 0.2% of 360,000 active;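 active = mean lysis activity across replicates of at least 80%, whatever share of replicates individually reach that level; inactive = mean lysis activity below 80%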
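Test system: log-phase Cryptococcus neoformans yeast cells. Input: 5 × 10^6 yeast cells/mL. Medium: fresh YPD growth medium. Doses: single dose. Incubation: static 4 h at 37 °C with compound, 1 h detection. Measured by: luminescent adenylate kinase detection reagent. Read-out: signal increase indicating cell lysis. Benchmarks: Clomiphene.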
Active calls of the source: *; x = not tested or not shown. The list is partial, so the mix of outcomes need not match the whole.

SMILES	PGC1a acetyl inh	ERAP1 HTS inh	XiGFP reactiv	SIRT5 block	S100A4 MyoIIA	LGR2 antag	Statin myotox sup	Cneo AK release
CCN(CC)Cc1c(C(=O)N/N=C/c2ccccn2)nnn1-c1nonc1N	4	2	0.1	1	-1	-9	0	4
Cc1cccc(N2C(=O)C(CC(=O)Nc3cccc(F)c3)N(CCc3ccncc3)C2=O)c1 (configuration not stated)	7	5	0.0	-2	-4	14	3	x
CCOC(=O)c1c(S(=O)(=O)N2CCCC(C(=O)Nc3ncccc3C)C2)c(C)n(C)c1C (configuration not stated)	-2	1	-0.1	-4	-2	-2	-5	1
COc1ccc(NC(=O)N(C)C[C@@H]2Oc3ccc(NC(=O)CCCN(C)C)cc3C(=O)N([C@H](C)CO)C[C@@H]2C)cc1	6	0	0.0	8	4	8	13	-1
Cn1c(NCc2c[nH]c3ccccc23)nc2ccccc21	1	9	x	-4	1	-50	x	-5
CN1CCN(NC(=O)C23CC4CC(CC(C4)C2)C3)CC1	x	2	0.0	-1	-1	-19	x	x
C[C@H]1CN([C@@H](C)CO)C(=O)CCCn2cc(nn2)CO[C@H]1CN(C)C(=O)CCC(F)(F)F	7	x	0.2	x	x	15	5	x
O=C(C[C@H]1CC[C@H]2[C@@H](COC[C@H](O)CN2Cc2ccc(Oc3ccccc3)cc2)O1)Nc1nccs1	9	0	0.5	3	4	32	27	-1
CCN1C(=O)[C@H]2[C@@H](c3ccc(SC4CCCCC4)cc3)N3CCCC[C@@]3(C(=O)OC)[C@H]2C1=O	-30	1	0.0	-3	0	-16	10	0
Cc1cc(OC(C)C(=O)Nc2ccncc2)ccc1Cl (configuration not stated)	9	-3	0.2	x	-1	11	-39	-1
Cc1ccc(NC(=O)CCn2cnc3ccccc3c2=O)c(C)c1	-16	2	0.5	-2	5	5	x	x
CCN1C(N(C)C)=NC[C@@H]1Cc1ccccc1	4	1	0.2	-2	-4	-4	-3	-1

Later entries
SMILES	PGC1a acetyl inh	ERAP1 HTS inh	XiGFP reactiv	SIRT5 block	S100A4 MyoIIA	LGR2 antag	Statin myotox sup	Cneo AK release
COc1cccc(C=NNc2nc3ccccc3s2)c1OC	10	-1	0.5	-2	-1	26	8	-3
COc1ccccc1C(=O)Nc1ccc2c(c1)C(=O)N(C)C[C@@H](OC)[C@@H](C)CN(C)[C@H](C)CO2	2	1	0.1	3	3	-5	19	-1
O=C(c1c[nH]c(C(=O)C(Cl)(Cl)Cl)c1)c1ccccc1Br	6	1	0.0	-5	5	-11	0	x
NS(=O)(=O)c1ccc(CCNC(=O)c2cccc(S(=O)(=O)N3CCc4ccccc43)c2)cc1	2	4	-0.1	x	0	-5	2	0
CSCCC(N=C(NS(=O)(=O)c1ccc(Br)cc1)c1ccccc1)C(=O)O (configuration not stated)	-3	-6	0.0	-7	2	-1	-4	1
Cc1ccc(C(=O)NC(=S)Nc2ccc3[nH]c(=O)[nH]c3c2)c(C)c1	-3	-1	0.6	x	1	-4	x	x
COc1cc(NC(=O)C2Cc3ccccc3CN2S(C)(=O)=O)cc(OC)c1 (configuration not stated)	-9	-3	0.2	-5	-5	11	6	-1
Cc1cnc(C(=O)OCc2ccc(Br)cc2F)cn1	22	3	0.6	0	20	4	-18	1
Nc1c(N(Cc2ccccc2)C(=O)COc2ccc([N+](=O)[O-])cc2)c(=O)[nH]c(=O)n1Cc1ccccc1	-5	-1	0.2	-2	-12	-15	21	0
COc1ccc(CN(C)C[C@H]2Oc3c(NS(=O)(=O)c4ccc(C)cc4)cccc3C(=O)N([C@@H](C)CO)C[C@@H]2C)cc1	-9	1	-1.0	-2	-5	-7	9	0
CCCCOC(=O)CSCC(=O)N1N=C(c2cccs2)CC1c1ccc(F)cc1 (configuration not stated)	x	3	0.0	-1	3	-1	x	x
COc1ccc2c3c(n(C)c2c1)[C@@H](CO)N(Cc1cc(F)ccc1F)CC31CCN(C(C)=O)CC1	11	1	0.3	1	-13	-11	x	x

Remaining list, next part
SMILES	PGC1a acetyl inh	ERAP1 HTS inh	XiGFP reactiv	SIRT5 block	S100A4 MyoIIA	LGR2 antag	Statin myotox sup	Cneo AK release
COc1ccccc1N1CCN(C(=O)c2cc3ccccc3[nH]2)CC1	x	0	0.0	-3	2	11	13	0
CNS(=O)(=O)c1ccc(Cl)nc1	2	x	2.5	x	x	18	-1	5
COc1cccc(CC2(CO)CCCN(Cc3sc(N4CCCC4)nc3Cl)C2)c1 (configuration not stated)	-10	1	0.1	3	10	-1	x	x
C[C@@H]1CN([C@@H](C)CO)C(=O)c2cccc(NS(C)(=O)=O)c2O[C@H]1CN(C)S(=O)(=O)c1ccccc1	7	-2	-0.1	3	-2	12	x	-2
Cc1ccc(NC(=O)Nc2ccc(F)c(Cl)c2)cc1	-2	x	0.9	-11	-3	-67	-27	x
C[C@@H]1CN([C@H](C)CO)C(=O)c2cc(NS(=O)(=O)c3ccc(Cl)cc3)ccc2O[C@H]1CN(C)C(=O)Nc1ccc(C(F)(F)F)cc1	-11	x	1.1	x	x	4	37	x
COc1ccccc1C#Cc1cnc2c(c1)C(=O)N([C@@H](C)CO)C[C@@H](C)[C@@H](CN(C)C(=O)CC1CC1)O2	-11	0	0.0	-1	-10	0	0	-1
CCC1CCCCN1C(=S)NC(=O)c1cccs1 (configuration not stated)	-5	2	0.0	-5	1	-1	x	x
CCCNC(=O)C[C@@H]1CC[C@@H]2[C@H](COc3ccc(NC(=O)c4cccs4)cc3C(=O)N2C)O1	-6	0	-0.2	0	6	21	18	-4
CC(=O)Nc1ccc(OCc2ccc3c(c2)OCO3)cc1	-12	2	0.3	1	0	-30	-7	-3
Cc1ccc(S(=O)(=O)NCC[C@@H]2CC[C@@H](NC(=O)c3cnccn3)[C@H](CO)O2)cc1	4	-1	-0.4	4	-2	-5	-15	-4
CCO[C@@H]1OC(C(=O)N2CCOCC2)=C[C@H](C(C)(C)C)[C@H]1CCCO	5	x	0.2	x	x	-2	8	-1

Not a retest: entries from further up.
SMILES	PGC1a acetyl inh	ERAP1 HTS inh	XiGFP reactiv	SIRT5 block	S100A4 MyoIIA	LGR2 antag	Statin myotox sup	Cneo AK release
CC(=O)Nc1ccc(OCc2ccc3c(c2)OCO3)cc1	-12	2	0.3	1	0	-30	-7	-3
Cc1ccc(S(=O)(=O)NCC[C@@H]2CC[C@@H](NC(=O)c3cnccn3)[C@H](CO)O2)cc1	4	-1	-0.4	4	-2	-5	-15	-4
CCO[C@@H]1OC(C(=O)N2CCOCC2)=C[C@H](C(C)(C)C)[C@H]1CCCO	5	x	0.2	x	x	-2	8	-1

(more compounds)
SMILES	PGC1a acetyl inh	ERAP1 HTS inh	XiGFP reactiv	SIRT5 block	S100A4 MyoIIA	LGR2 antag	Statin myotox sup	Cneo AK release
O=C(Cc1ccccc1)NNC(=O)C1CC=CCC1 (configuration not stated)	x	-4	-0.1	-8	-10	-4	4	5
O=C(CCC(=O)Nc1ccccc1Cl)NNC(=S)Nc1ccccc1C(F)(F)F	x	1	-0.1	-1	-7	9	x	1
CCC(C)(C)n1nnnc1C(c1cccc(C#N)c1)N1CCN(c2cccc(C)c2C)CC1 (configuration not stated)	3	x	x	x	x	45	-9	1
COC(=O)C1(C)CCCC2(C)c3cc(OC)ccc3C(=O)C(Br)C12 (configuration not stated)	x	2	0.3	-1	-3	22	x	-3
O=C(C[C@H]1CC[C@@H]2[C@H](COC[C@H](O)CN2C(=O)Nc2ccc(Cl)cc2)O1)N1CCCCC1	-6	-8	0.9	-1	27	-22	-10	-8
CCOC(=O)C1CN(S(=O)(=O)c2cccs2)c2ccc(CC(=O)OC)cc2O1 (configuration not stated)	x	-1	-0.1	-2	0	-1	7	0
Cc1cccc(-c2ccc([C@H]3[C@H]4CN(S(=O)(=O)c5cccc(F)c5)CC(=O)N4[C@H]3CO)cc2)c1	-10	-3	0.3	19*	3	5	x	x
CO[C@@H]1CN(C)C(=O)c2ccc(NC(C)=O)cc2OC[C@@H](C)N(CCC(F)(F)F)C[C@@H]1C	-4	-1	0.3	x	7	-8	x	x
O=C(c1ccc2c(c1)OCO2)C1CCCN(Cc2cccc(C(F)(F)F)c2)C1 (configuration not stated)	2	-2	0.0	-2	-3	-1	25	1
O=C(CCCN1C(=O)c2cccc3cccc(c23)C1=O)NC1CCS(=O)(=O)C1 (configuration not stated)	-1	3	0.2	-11	-12	18	x	x
Cc1ccc(C)c(Cn2nnc3c(=O)[nH]c(C4CCN(C(=O)c5ccco5)CC4)nc32)c1	x	0	0.0	0	-5	-12	41	-12
C[C@H]1CN([C@@H](C)CO)C(=O)c2cc(NC(=O)Nc3ccc4c(c3)OCO4)ccc2O[C@H]1CN(C)C(=O)Nc1ccc(C(F)(F)F)cc1	-2	0	0.0	10	-16	4	-9	0

Further structures follow.
SMILES	PGC1a acetyl inh	ERAP1 HTS inh	XiGFP reactiv	SIRT5 block	S100A4 MyoIIA	LGR2 antag	Statin myotox sup	Cneo AK release
COC(=O)c1ccc(C(NC(=O)OCc2ccccc2)/C(F)=C/[C@@H](C)C(=O)O)cc1 (some centres not stated)	x	x	0.3	x	10	25	6	3
CCn1cc(C(=O)NCc2ccc(Cl)cc2)c(=O)c2cc(S(=O)(=O)N3CCOCC3)ccc21	8	-2	0.1	x	-3	-2	-1	1
CCOC(=O)C1(C)CCN1C(=O)c1cc(C)oc1C (configuration not stated)	7	1	0.3	x	-12	21	1	0
CCCN(C)C[C@@H]1Oc2ncc(-c3ccc(OC)cc3)cc2C(=O)N([C@H](C)CO)C[C@@H]1C	-6	2	-1.1	-4	18	4	4	2
CC(C)(C)OC(=O)N1CCCC(C(=O)Nc2ccc(C(=O)NCc3ccccc3)cc2)C1 (configuration not stated)	7	-7	0.0	-2	-7	-4	-2	1
CC(=O)Nc1ccc(-c2cn3c(n2)SCC3)cc1	-1	2	0.0	-3	-20	-3	12	2
COc1ccc(C2CC(=O)Oc3c(C(CCN4CCCC(C)C4)c4ccc(N(C)C)cc4)c(OC)cc(OC)c32)cc1 (configuration not stated)	-2	1	0.1	-1	-2	0	3	1
Cn1cc(-c2cccc(Cl)c2)cc(C#N)c1=O	3	-2	0.0	-2	-3	-4	x	x
Cc1ccccc1C(=O)NNC(=O)C1CCN(C(=O)Nc2ccccc2)CC1	x	1	0.0	-2	0	7	-8	0
CC(C)CC#Cc1ccc([C@H]2[C@H](CO)N3C(=O)CN(C(=O)c4cnccn4)C[C@@H]23)cc1	-10	-1	0.3	0	-16	1	x	x
COc1cccc(-c2cnc3c(NC(C)=O)cc(-c4cccc(NS(C)(=O)=O)c4)cn23)c1	-6	1	0.0	5	1	-5	-7	0
CCCNC(=O)N1[C@H](C#N)[C@H](c2ccccc2-c2ccc(F)cc2)[C@@H]1CO	4	-1	0.0	-2	-3	-4	x	x
O=C(Cn1cnc2ccccc21)N1CCN(S(=O)(=O)c2ccccc2)CC1	x	4	0.0	1	-1	5	x	x
